Screening data from PubChem BioAssay.
K1F lysis inhibition: inhibition of K1F phage lysis, E. coli UTI89, bacterial capsule biogenesis inhibitors, alamar blue (AID 488966); E. coli UTI89 K1F phage lysis, alamar blue, 2 h; higher % means a stronger effect; one-dose inhibition, % at 100 µM; IC50 in µM for titrated hits; hit rate 0.02% among 340,000;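 active means phage lysis inhibition, versus mean bacterial control, above a set limit; inconclusive means no clear call, values can overlap the other calls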;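 further: capsule biogenesis inhibitors block K1F phage lysis so surviving cells raise fluorescence; higher fluorescence means more inhibition of phage lysis; actives were called in the ten point dose series up to 300 µM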
RSV antiviral HEp-2: RSV antiviral activity via CPE protection, HEp-2 cells, primary 10 µM value included (AID 2391); HEp-2 cells, RSV-induced CPE inhibition; higher % means a stronger effect; CPE inhibition, % at 10 µM; hits with a dose series show IC50 in µM; hit rate 0.13% among 310,000; in the data active means a potency from the dose series; inconclusive means CPE inhibition mostly from about 23% at the one dose, without a potency; inactive means the rest, 99 in 100 with CPE inhibition below about 21%; further: strong numbers were not always called active
MgcRacGAP inhibition: MgcRacGAP GTPase-activating activity inhibitors, confirmation, biochemical, ADP Hunter fluorescence; hit rate 0.6% among 340,000; inhibition, % at 30 µM; hits with a dose series show IC50 in µM; MgcRacGAP-stimulated Rac1 GTP hydrolysis, ADP Hunter fluorescence; higher % means a stronger effect; GST-tagged Rac1 F28L mutant substrate; AID 624330;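 active means first-screen hits whose inhibition reached a set limit at any dose in the follow-up dose series; inconclusive means inhibition above the set first-screen limit but never retested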;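 further: fluorescence reports GDP produced by GAP-driven GTP hydrolysis; strong numbers were not always called active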
SV40 large T antigen: TAg ATPase/helicase activity blockers – biochemical (AID 1903) | SV40 large T antigen ATPase/helicase inhibition assay; higher % means a stronger effect | inhibition, % at 20 µM, or IC50 in µM where a hit was titrated | hit rate 0.39% among 310,000; in the data active means a potency from the dose series; inconclusive means inhibition mostly from about 32% at the one dose, without a potency; inactive means the rest, 99 in 100 with inhibition below about 32%; further: strong numbers were not always called active
PhoP inhibition: inhibitors of PhoP regulon expression, primary screen, Salmonella Typhimurium, GFP reporter (AID 1863) | one-dose inhibition, % at 50 µM; IC50 in µM for titrated hits | S. Typhimurium PhoP-regulated promoter GFP reporter, 4 h; higher % means a stronger effect | hit rate 0.16% among 300,000;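 active means inhibition over 29.93%, a cutoff 3 SD above the screen mean, later confirmed by dose response; inconclusive means inhibition over 29.93% but no dose response follow-up; inactive means inhibition at most 29.93% or unconfirmed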;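 further: 0% = low Mg2+ inducing control and 100% = high Mg2+ repressing control; strong numbers were not always called active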
Myeloid diff MLP: myeloid differentiation induction | ER-HoxA9 myeloid progenitors, lysozyme-GFP differentiation, flow cytometry | hit rate 1% among 360,000 | calls only at 10 µM | AID 624256;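 active means normalized GFP-positive differentiation at or above the plate's own cutoff, the solvent-only control mean plus 3 SD; inconclusive means no clear call, values can overlap the other calls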;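 further: cells exposed to compound for four days before flow analysis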
NTR1 agonist: NTR1-driven beta-arrestin-GFP spot formation – imaging, U2OS cells, high content, primary screen (AID 493036); P30989; agonist mode; activation, % at 20 µM; hit rate 0.17% among 330,000;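 active means activation at or above 40% of the spot to cytoplasm intensity ratio, with at least 20 cells analyzed; inconclusive means wells under 20 cells, flagged as cytotoxic or low count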;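 further: 0% = DMSO without peptide and 100% = 100 nM NTR1 peptide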
Target sequence (P30989 whole entry, looked up): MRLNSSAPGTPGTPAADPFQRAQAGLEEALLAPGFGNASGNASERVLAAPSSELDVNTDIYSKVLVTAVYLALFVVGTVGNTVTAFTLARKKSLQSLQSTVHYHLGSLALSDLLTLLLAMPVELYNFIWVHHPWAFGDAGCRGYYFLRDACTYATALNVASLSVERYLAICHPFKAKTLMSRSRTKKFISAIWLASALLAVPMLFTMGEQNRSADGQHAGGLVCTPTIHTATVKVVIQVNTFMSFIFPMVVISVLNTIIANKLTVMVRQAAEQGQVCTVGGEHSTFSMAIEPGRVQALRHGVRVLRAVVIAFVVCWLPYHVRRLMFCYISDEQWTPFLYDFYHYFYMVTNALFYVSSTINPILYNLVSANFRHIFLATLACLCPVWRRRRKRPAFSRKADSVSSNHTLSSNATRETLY
TNAP activation fold: stimulation of alkaline phosphatase TNAP activity – biochemical, luminescent, no phosphate acceptor, uHTS, primary screen (AID 1001) | purified TNAP, luminescent activation assay, no phosphate acceptor; higher activation fold means a stronger effect | activation fold at 20 µM; hits with a dose series show EC50 in µM | hit rate 0.03% among 200,000; in the data active means activation fold from about 3, or a potency from the dose series; inactive means the rest, 99 in 100 with activation fold below about 1.6; further: many of its hits are not listed in these tables
T cell modulator: T cell immune modulation candidate; 2C CD8+ T cell-vesicle binding, flow cytometry; hits give low values; calls only at 7 µM; hit rate 0.068% among 330,000; AID 2052;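 active means response, share of CD8 T cells binding vesicles, and their 90th percentile fluorescence all below set limits, cut at about 80% in these data, passing the limit was not always enough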
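Read-out – percent CD8+ FL2 mean versus row control · System – murine 2C transgenic CD8+ T lymphocytes · Times – 1.5 h cell–vesicle binding at 37 °C, then 20 min icy labelling · Control set – naked vesicles low, QL9 vesicles with vehicle high · Detection – cytometric PE anti-B7-1 and Alexa647 anti-CD8 signals after 1% paraformaldehyde fixation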
T cell modulator vesicle-bound %: second read-out of T cell modulator, no call of its own (marks repeat the call); double positive events, %; measured here: CD8+ vesicle-bound cell fraction;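 binding gate set so that unloaded-vesicle control wells show 10% double positive cells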
NTR1 agonist cell count 20 µM: recorded beside NTR1 agonist, whose call it bears; cell count; measured here: cell count, cytotoxicity flag
Myeloid diff MLP GFP+ MAC1+ %: recorded beside Myeloid diff MLP, whose call it bears; GFP+ MAC1+ double positive, %; measured here: differentiation confirmed by MAC1 staining
Starred values were filed as active, the others as inactive; i = inactive; ? = inconclusive; . = no result given; [ ] = remark or other dose.

SMILES | K1F lysis inhibition | RSV antiviral HEp-2 | MgcRacGAP inhibition | SV40 large T antigen | PhoP inhibition | Myeloid diff MLP | Myeloid diff MLP GFP+ MAC1+ % | NTR1 agonist | NTR1 agonist cell count 20 µM | TNAP activation fold | T cell modulator | T cell modulator vesicle-bound %
C=CCNC(=O)C(=O)N/N=C/c1cccc(Br)c1 | -0.2% | 1.6% | 6% | 7% | 3% | i | 0.2 | 0.7 | 44 | 1.1 | i | 60
COc1ccc(-c2csc(COC(=O)C(C)(C)C)n2)cc1 | 0.5% | 2.4% | 4% | 9% | -4% | i | 0.8 | 2.9 | 44 | . | i | 32
O=C(C1CCCCC1)N1CCN(C(=O)C2CCCCC2)CC1 | 2.5% | 3.8% | 6% | 3% | 0% | i | 7.3 | 0.0 | 40 | 1.1 | i | 65
Cc1cc(OC(=O)c2cccc(C(F)(F)F)c2)c([N+](=O)[O-])c(=O)[nH]1 | -1.9% | 1.1% | 21% | . | . | i | 2.1 | 1.2 | 62 | . | i | 32
CC(C)(C)C(=O)Cn1ncc(N2CCCC2)c(Br)c1=O | 0.3% | 0.9% | 11% | 13% | -6% | i | 0.8 | 0.0 | 67 | 0.9 | i | 52
CCn1c(SCc2c(Cl)cccc2Cl)nnc1-c1nn(-c2ccccc2)ccc1=O | -0.2% | 34µM* | 3% | 10% | 25% | i | 2.1 | 3.4 | 55 | 1.1 | i | 36
CC1Cn2c(COc3ccccc3)nnc2S1 (stereo not given) | 4.8% | 0.1% | -4% | -1% | -4% | i | 2.0 | -2.6 | 49 | 1.1 | i | 43
O=C(CCN1CCOCC1)NNC(=O)Nc1cccc([N+](=O)[O-])c1 | 0.1% | 1.8% | 6% | 4% | 0% | i | 2.0 | -0.9 | 55 | . | i | 66
O=C(NC1=NCCS1)c1cccc2ccccc12 | 0.1% | 2.4% | 6% | 4% | -2% | i | 0.6 | 1.1 | 53 | 1 | i | 28
Cc1c(NC(=O)CSc2ccccc2F)c(=O)n(-c2ccccc2)n1C | 0.0% | 1.2% | 6% | 2% | 1% | i | 0.5 | -0.6 | 59 | 1.1 | i | 28
O=[N+]([O-])c1cc(C(F)(F)F)c(Cl)cc1N1CCN(CCO)CC1 | 7.3% | 2.2% | -3% | -4% | 6% | i | 1.2 | 0.5 | 42 | 1 | i | 46
Cc1cc(C)cc(NC(=O)C(OC(=O)c2ccc(NC(=O)CC#N)cc2)c2ccccc2)c1 (stereo not given) | -0.4%[50 µM] | 2.7% | 0% | 5% | 0% | i | 1.4 | 4.8 | 60 | . | i | 53
COc1ccc(C(CNC(=O)C(C)Oc2ccc(Br)cc2)N2CCCCC2)cc1 (stereo not given) | 1.5%[50 µM] | -1.1% | 4% | . | . | i | 0.5 | -1.1 | 51 | . | i | 32
COC(=O)CC1COc2ccccc2N1C(=O)c1ccc(Br)cc1 (stereo not given) | -0.1% | 0.2% | 9% | 8% | -4% | i | 0.1 | -0.9 | 80 | 1 | i | 19
Cc1ccccc1NC(=O)CN1C(=O)CSc2ccc(S(=O)(=O)N3CCCCC3)cc21 | 0.5% | 1.8% | 12% | 8% | 7% | i | 7.9 | 0.5 | 61 | . | i | 25
COc1ccccc1CNC(=O)C(=O)Nc1nccs1 | -2.3% | 2.8% | 9% | 3% | 7% | i | 0.4 | -0.5 | 29 | 1.3 | i | 54
Cc1csc(NC(=O)c2cc(-c3ccccc3)nc3ccccc23)n1 | 5.7% | 20% | -6% | 2% | 21% | i | 0.0 | 3.2 | 76 | 1.1 | i | 7
COc1ccc(-c2cnc(SCC(=O)Nc3nc(C(C)(C)C)cs3)n2Cc2ccco2)cc1 | 0.2% | 41% | 12% | 10% | 1% | i | 1.2 | 4.5 | 31 | 1.1 | i | 25
CSc1ccccc1NC(=O)c1cnc2n(c1=O)CCS2 | -2.0% | 3.6% | 0% | 5% | -5% | i | 3.4 | 1.6 | 94 | 1.1 | i | 50
CC(C)[C@H](NC(N)=O)C(=O)NCCc1ccc(Cl)cc1 | -0.2% | 2.1% | 1% | -3% | -6% | i | 0.7 | 0.1 | 38 | 1.1 | i | 18
CCCCn1c(N)c(N(CC(C)C)C(=O)c2cccc(S(=O)(=O)N3CCN(C(C)=O)CC3)c2)c(=O)[nH]c1=O | 1.2%[50 µM] | 0.1% | -60% | 7% | 0% | i | 0.9 | -0.4 | 54 | . | i | 66
CCC(C)NC(=S)N1CCN(Cc2ccc3c(c2)OCO3)CC1 (stereo not given) | -2.2% | -1.5% | 13% | 1% | 8% | i | 0.1 | 0.4 | 53 | 1 | i | 52
N#Cc1nc(-c2ccco2)oc1N1CCN(c2cccc(Cl)c2)CC1 | 2.5%[50 µM] | 49% | 0% | -2% | -12% | i | 7.8 | 0.5 | 44 | 1.1 | i | 40
Cc1ccccc1NC(=S)/C(=C(\[O-])c1ccc(C)c([N+](=O)[O-])c1)[n+]1ccccc1 | 1.2% | 3.7% | 0% | 4% | -5% | i | 0.0 | -0.2 | 65 | 1.1 | i | 44
Clc1ccc(N2CCN(c3ncnc4c3oc3ccccc34)CC2)cc1 | 0.2% | 4.5% | -2% | . | . | i | 1.6 | 4.9 | 50 | 1.1 | i | 28
CC(C(=O)OCC(=O)c1ccc(Br)cc1)N1C(=O)C2C3CCC(C3)C2C1=O (stereo not given) | -0.1% | -0.2% | 4% | -1% | -2% | ? | . | 0.9 | 45 | . | i | 25
O=C1NC(=O)c2cc(NC(=O)C3COc4ccccc4O3)ccc21 (stereo not given) | -1.0% | 0.8% | 9% | 6% | 5% | i | 1.6 | 1.9 | 98 | 1.1 | i | 41
CCOC(=O)N1CCC(NC(=O)C(NS(=O)(=O)c2ccc3c(c2)CCN3C(=O)CC)C(C)C)CC1 (stereo not given) | 1.4% | 0.8% | 3% | 3% | -5% | i | 0.0 | 1.4 | 45 | 1.2 | i | 17
O=C(O)CC1S/C(=N/N=C/C2CC=CCC2)NC1=O (stereo not given) | -0.8% | 0.3% | 10% | 49% | -5% | i | 0.3 | 1.1 | 25 | 1.1 | i | 42
CC(Sc1ccccc1)C(=O)Nc1ccccc1C(=O)N1CCOCC1 (stereo not given) | 1.6% | -1.2% | 11% | 2% | -13% | i | 0.4 | 0.2 | 33 | 1.1 | i | 48
O=C(O)c1ccc(CNCc2cc(Cl)ccc2O)cc1 | 0.2% | 0.6% | 10% | . | . | i | 0.8 | -0.6 | 58 | . | i | 41
COc1ccc(NC(=O)/C(C#N)=C/C=C/c2ccco2)cc1 | 0.0% | 0.4% | 12% | 8% | -3% | i | 1.3 | 3.8 | 72 | 1 | i | 34
COc1ccc(N=Nc2[nH]c3ccc(C)cc3c2O)cc1 | 0.4% | 0.7% | 3% | 5% | -9% | i | 0.8 | 2.3 | 34 | 1 | i | 17
Cc1ccc(/C=N/n2c(COc3ccccc3)n[nH]c2=S)cc1 | -1.0%[50 µM] | 3.1% | 12% | 8% | -4% | i | 0.6 | -1.6 | 103 | . | i | 20
COc1cccc(-c2cccc(NC(=O)C3CCN(Cc4ccon4)CC3)c2)c1 | 0.4% | 0.1% | 10% | 3% | 8% | i | 1.0 | 0.2 | 69 | . | i | 29
Cn1c(SCC(=O)N2CCOCC2)nnc1-c1cccc(NC(=O)c2ccccc2F)c1 | 4.7% | 1.1% | 10% | -2% | -1% | i | 0.7 | 2.2 | 56 | 1 | i | 11
CC(=O)NS(=O)(=O)c1ccc(NC(=S)NC(=O)c2ccco2)cc1 | 1.2% | 1.0% | 10% | 7% | 15% | i | 1.4 | 0.5 | 65 | 1.1 | i | 29
CCOC(=O)/C(C#N)=C/c1cc(C)n(-c2ccc(Br)cc2)c1C | . | 3.6% | . | 4% | 7% | . | . | -1.7 | 80 | 1.2 | i | 46
CCCc1cc(C(=O)NCc2cccs2)no1 | -0.1% | 2.2% | 7% | 9% | 8% | i | 2.8 | 1.9 | 74 | 1.1 | i | 26
Cc1cccc(/C=C/c2onc(C)c2[N+](=O)[O-])n1 | . | -2.4% | . | 6% | . | . | . | 19 | 55 | . | i | 4
CCC(=O)Nc1cccc(-n2nnnc2SCC(=O)N2CCCCC2)c1 | -0.2% | -1.1% | -8% | 10% | -6% | i | 0.6 | 1.9 | 92 | 1.1 | i | 25
O=C(CN1CCCCCC1)Nc1cccc(NC(=O)CN2CCCCCC2)c1 | 0.5% | 0.0% | 0% | 9% | -1% | i | 0.3 | 1.9 | 57 | . | i | 59
CN(C(=O)c1ccc(OC2CCN(CCc3ccccc3)CC2)cc1)C1CCCCC1 | 0.3% | 0.6% | 6% | 6% | 12% | i | 0.1 | 0.7 | 38 | 1.1 | i | 16
CCOc1cc(/C=N/O)cc(Br)c1OCc1ccc(Cl)cc1 | -0.1% | 46% | 16% | -3% | 24% | i | 0.8 | 28 | 80 | 1 | i | 56
CCC(NC(=O)NNC(=O)c1ccncc1)(C(F)(F)F)C(F)(F)F | 0.2% | 1.6% | 10% | 11% | -4% | i | 0.5 | -1.2 | 46 | . | i | 43
O=Cc1cccn1-c1cccc([N+](=O)[O-])c1 | -3.0% | 2.8% | 3% | 5% | 0% | i | 0.2 | -0.3 | 39 | 1.1 | i | 66
Cc1nn(CC(=O)NNC(=S)NCC2CCCO2)c(C)c1Br (stereo not given) | 0.1% | 0.6% | 13% | 26% | -6% | i | 0.5 | 1.7 | 44 | . | i | 59
C=CCOc1nc2c(c(=O)n(C)c(=O)n2C)n1Cc1c(Cl)cccc1Cl | 2.0% | 0.0% | 11% | 14% | -7% | i | 0.4 | 3.6 | 61 | 1 | i | 14
